Screening results deposited in PubChem by Sanford-Burnham Center for Chemical Genomics.
APOBEC3A inh: human APOBEC3A DNA deaminase inhibition; P31941; recombinant A3A, FAM/TAMRA ssDNA deamination fluorescence; inhibition, % at 20 µM; 330,000 compounds, 0.41% hits;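 active = at least 40% inhibition at 20 µM here, with at most 30% in a related deaminase screen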;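 also: plate controls were A3A with DMSO for no effect and wells lacking A3A enzyme for full effect; some results filed as inactive read as strong as hits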
Target sequence (P31941 whole entry, looked up): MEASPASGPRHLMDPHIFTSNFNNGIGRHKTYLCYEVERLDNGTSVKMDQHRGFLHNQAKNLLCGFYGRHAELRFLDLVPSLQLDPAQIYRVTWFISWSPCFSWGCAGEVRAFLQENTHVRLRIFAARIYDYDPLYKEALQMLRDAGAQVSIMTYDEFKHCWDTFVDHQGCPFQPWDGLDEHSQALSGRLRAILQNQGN
A3G deaminase: inhibitors of human APOBEC3G DNA deaminase | Q9HC16 | inhibition, % at 20 µM | recombinant A3G, ssDNA deamination FAM/TAMRA fluorescence | 330,000 compounds, 0.28% hits;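 active = inhibition of at least 40% at 20 µM, with no more than 30% in the related APOBEC3A deaminase screen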;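 also: plate controls were DMSO wells with A3G for no effect and wells lacking A3G enzyme for full effect; some compounds called inactive have numbers as strong as hits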
Target sequence (Q9HC16 whole entry, looked up): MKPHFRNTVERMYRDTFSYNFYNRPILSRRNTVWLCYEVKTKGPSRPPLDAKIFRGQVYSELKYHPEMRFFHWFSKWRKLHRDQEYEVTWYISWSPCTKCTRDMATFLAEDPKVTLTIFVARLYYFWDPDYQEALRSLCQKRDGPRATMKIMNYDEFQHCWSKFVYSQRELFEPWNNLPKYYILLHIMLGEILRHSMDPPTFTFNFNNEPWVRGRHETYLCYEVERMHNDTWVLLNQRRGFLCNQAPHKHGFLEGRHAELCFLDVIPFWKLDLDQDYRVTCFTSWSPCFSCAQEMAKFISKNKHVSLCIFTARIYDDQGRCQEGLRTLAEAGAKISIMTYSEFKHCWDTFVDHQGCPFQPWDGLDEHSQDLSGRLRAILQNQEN
EBI2 block: EBI2 (human) antagonism. 360,000 compounds, 0.81% hits. P32249. inhibition, % at 5 µM. AID 651636. EBI2 beta-arrestin recruitment, luminescence, 7a,25-OHC stimulated; in the data active = inhibition above about 38%;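 also: enzyme fragment complementation signal reports receptor beta-arrestin coupling in cells; 0% = agonist plus DMSO wells and 100% = wells without agonist; some results beyond the cut were filed as inactive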
MPTP inh: inhibitors of mitochondrial permeability transition pore. isolated mouse mitochondria, Ca2+ swelling absorbance, 30 min. inhibition, % at 10 µM. 360,000 compounds, 1.4% hits. AID 602449;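 active = inhibition of 50% or more, scaled per plate between neutral and stimulator controls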;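 also: 0% = DMSO wells given calcium and 100% = 1 mM EGTA wells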
Gli-Sufu block: Gli-Sufu pathway antagonism | 340,000 compounds, 0.74% hits | inhibition, % at 5 µM | AID 588413 | Sufu-KO-LIGHT fibroblasts, Gli luciferase reporter luminescence;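 active = inhibition above about 55%, limit read from the data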;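 also: 0% = DMSO-treated cells and 100% = wells with medium but no cells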
CXCR6 block: CXCR6 (human) receptor inhibition | inhibition, % at 20 µM | CHO-K1 PathHunter CXCR6 beta-arrestin, luminescence | 360,000 compounds, 0.36% hits; in the data active = inhibition above about 34%, passing the limit was not always enough;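 also: antagonist mode with CXCL16 agonist at 10 nM final; 0% = 10 nM CXCL16 with DMSO and 100% = unstimulated wells without agonist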
Target sequence (O00574 whole entry, looked up): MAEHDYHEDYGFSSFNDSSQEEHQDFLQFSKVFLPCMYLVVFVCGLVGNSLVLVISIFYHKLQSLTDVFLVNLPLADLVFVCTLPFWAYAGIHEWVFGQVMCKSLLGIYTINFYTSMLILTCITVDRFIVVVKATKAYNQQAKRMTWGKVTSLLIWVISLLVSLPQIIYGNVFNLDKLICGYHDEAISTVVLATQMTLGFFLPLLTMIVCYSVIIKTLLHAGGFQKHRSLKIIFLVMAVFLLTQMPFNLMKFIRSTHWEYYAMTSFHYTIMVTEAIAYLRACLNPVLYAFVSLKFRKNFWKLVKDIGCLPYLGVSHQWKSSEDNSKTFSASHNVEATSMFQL
NR3A LBD binder: modulators (binders) of human NR3A ligand-binding domain; NR3A LBD differential scanning fluorimetry, Tm shift; 0% = protein alone, 100% = glycine-bound protein; Tm shift relative to glycine control, % at 25 µM; 340,000 compounds, 2.5% hits;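 active = melting temperature shift of at least 10% of the positive control shift, at one fixed dose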
CCR6 antagonist: antagonists of human CCR6 receptor | CHO-K1 CCR6 PathHunter beta-arrestin, luminescence, CCL20-stimulated | inhibition, % at 20 µM | 340,000 compounds, 0.49% hits | AID 493098;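 active = compounds whose inhibition of the agonist-driven luminescence signal at 20 µM reaches about 50%, limit read from the data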;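 also: cells stimulated with CCL20 at 14 nM final; plate controls were DMSO with CCL20 for no effect and DMSO without agonist for full effect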
An asterisk follows results filed as active; . = no result given.

compound	APOBEC3A inh	CXCR6 block	NR3A LBD binder	CCR6 antagonist	Gli-Sufu block	MPTP inh	EBI2 block	A3G deaminase
COc1ccc(CCN2CNc3c(c(=O)n(C)c(=O)n3C)C2)cc1OC	-6	3	-1	0	2	-1.5	-6	-7
O=c1cn[nH]c2ccccc12	1	-3	1	3	3	-0.4	-16	-3
COc1ccccc1Cn1c(=S)[nH]c2ccc(F)cc2c1=O	-7	5	-4	3	6	-0.2	-8	-6
O=C1CCN(Cc2ccc([N+](=O)[O-])cc2)CCN1[C@H](CO)Cc1ccccc1	0	-2	1	1	0	-0.2	9	4
Cc1nnc(SCC(=O)Nc2ccccc2F)n(N)c1=O	-4	7	0	-1	4	1.9	-4	-5
COC(=O)c1ccccc1N1C(=O)[C@@H]2C(c3ccc(Br)cc3)=NO[C@@H]2C1=O	-3	10	-11	-11	-3	-1.1	-5	-4
CS(=O)(=O)c1sc(C#N)c2c1C(=O)CC(c1ccccc1)C2 (centres undefined)	4	91*	0	92*	-7	0.7	66*	-1
CCNC(=S)NC1CC2CCCC(C1)N2CCc1ccccc1 (centres undefined)	-6	7	1	9	13	0.5	-11	-3
Cc1ccc(-n2nc(C)cc2N)c(C)c1	-5	1	-1	-14	-1	0.0	3	15
CC[C@H](C)[C@@H](CNC)NC[C@@H](Cc1ccc(O)cc1)NCC(C)(C)C	-3	-2	-4	-4	6	-0.5	-4	-9
O=C(COc1ccc2oc(-c3ccccc3)cc(=O)c2c1)Nc1ccccc1	3	8	5	1	2	-0.7	1	0
COCCCNS(=O)(=O)c1ccc(OC)c(Cl)c1Cl	-1	6	-1	-5	3	0.0	-6	-5
COc1ccc(/C=N/NC(=O)CNC(=O)/C=C/c2ccccc2OC)cc1	-6	-1	0	-5	-15	2.1	77*	-5
O=C(CSc1nnc(-c2ccccc2F)n1C1CC1)Nc1cccnc1Cl	-1	-2	-2	11	-3	1.1	-5	-7
COc1ccc(C2N(C(=O)c3ccccc3)CCN2C(=O)c2ccc(C)cc2)cc1 (centres undefined)	-5	-5	-2	0	-9	2.1	4	-5
CCCn1c(SCC(=O)NC2CCCCC2)nnc1-c1ccncc1	4	4	-1	19	-10	-0.1	-6	1
O=C(Nc1ccnn1C1CCN(Cc2cccnc2)CC1)c1ccccc1Cl	-2	-5	2	0	1	1.0	-7	-4
COC(=O)c1ccc(C2NC(=O)c3c(sc(C)c3C)N2)cc1 (centres undefined)	-5	-9	0	-9	-17	2.8	4	-4
CCOC(=O)c1ccccc1NC(=O)Cn1c(=O)n(Cc2ccccc2)c(=O)c2c(C)c(C)sc21	-5	0	2	17	4	15	10	-9
Cc1ccc(C(=O)N2CC3(C(C)C)CN(C(=O)c4ccc(C)cc4)CC(C(C)C)(C2)C3=O)cc1	5	-7	0	16	3	-0.2	15	2
COCCN1C(=O)c2oc3ccccc3c(=O)c2C1c1ccc(OC)c(OC)c1 (centres undefined)	0	-5	-2	7	-2	-0.9	0	-1
CCN(CC)CCN1C(=O)C(=O)/C(=C(/O)c2c(C)[nH]c(C(=O)OC)c2C)C1c1cccc(OC)c1 (centres undefined)	-5	-5	3	14	5	0.3	-8	-8
O=C1c2ccccc2C(=O)c2c1ccc(C(=O)N1CCCCC1)c2NCCO	5	10	12*	43	-18	6.8	29	5
Cc1cc(NC(=O)CSc2nc3ccccc3n2CCC#N)no1	4	7	1	5	-4	-0.4	1	-8
COc1ccc(Cn2nnnc2CN(Cc2cc3cccc(C)c3[nH]c2=O)C2CCCC2)cc1	0	6	-2	-2	3	0.9	-5	3
COc1cc(C2Nc3ccccc3C(=O)N2c2ccc3c(c2)OCCO3)ccc1OCC(C)C (centres undefined)	0	1	-2	12	9	-7.3	9	-2
COc1ccc(Nc2ccccc2C(=O)O)cc1	-5	-3	0	5	2	-0.9	4	-6
O=C(Nc1ccc(C(=O)N2CCOCC2)cc1)Nc1ccc(Cl)cc1Cl	-4	-9	-3	14	0	-0.5	7	-11
O=C(Nc1ccc(S(=O)(=O)Nc2cnc3ccccc3n2)cc1)c1ccccc1Br	-2	-3	-5	4	2	38	3	-10
COc1ccccc1CC(=O)NCC(c1ccco1)N1CCCCC1 (centres undefined)	2	1	-2	3	4	-1.3	11	0
CCCCc1nnc(NC(=O)C2CCCO2)s1 (centres undefined)	1	4	-13	-3	-11	-1.0	-5	-3
O=C(CCN1CCN(S(=O)(=O)c2cccc([N+](=O)[O-])c2)CC1)Nc1ccccc1F	-2	3	0	11	12	0.6	9	-3
COC(=O)CSc1cnc2ccccc2n1	-1	-9	-2	7	0	-13	-2	-2
CCOC(=O)c1c(NC(=O)CC2SC(N)=NC2=O)sc(C)c1C (centres undefined)	-1	0	-2	17	-1	0.9	-7	-6
CCC(=O)Nc1ccc(-c2ccc(N3CCCCC3)nn2)cc1	-7	10	1	-8	-74	-0.3	12	-7
COc1ccc(NS(=O)(=O)c2cccc(C(=O)NNC(=O)c3ccc(O)c(Cl)c3)c2)cc1	-3	7	-3	-3	-16	1.1	2	-9
CC(C)c1ccc(/C=N/Nc2cc(N3CCOCC3)nc(N3CCOCC3)n2)cc1	-7	2	-8	-7	9	3.8	41	-10
c1ccc2c(c1)CCN(C1CCCCC1)C2	0	-2	1	16	.	-1.8	-8	-3
CC(C)CCOc1ccc(C2=NNC(=O)CC2)cc1	1	-13	0	13	-19	1.2	-4	-1
CCOc1ccc(C2C(C#N)=C(N)Oc3nc[nH]c(=O)c32)cc1 (centres undefined)	3	-8	-1	5	-31	3.8	3	4

Single records, from the list above.
`CCCCc1nnc(NC(=O)C2CCCO2)s1` (centres undefined) is listed as APOBEC3A inh: 1; CXCR6 block: 4; NR3A LBD binder: -13; CCR6 antagonist: -3; Gli-Sufu block: -11; MPTP inh: -1.0; EBI2 block: -5; A3G deaminase: -3
`CCOc1ccc(C2C(C#N)=C(N)Oc3nc[nH]c(=O)c32)cc1` (centres undefined) is listed as APOBEC3A inh: 3; CXCR6 block: -8; NR3A LBD binder: -1; CCR6 antagonist: 5; Gli-Sufu block: -31; MPTP inh: 3.8; EBI2 block: 3; A3G deaminase: 4

Next structures follow.
compound	APOBEC3A inh	CXCR6 block	NR3A LBD binder	CCR6 antagonist	Gli-Sufu block	MPTP inh	EBI2 block	A3G deaminase
CCNC(=O)/C(C#N)=C/c1c(N2CCCCCC2)nc2c(C)cccn2c1=O	-3	2	-2	11	13	0.0	5	-6
COc1ccc2ccccc2c1-c1csc(N)n1	0	-9	0	5	3	-0.3	-9	-6
CCCCc1cc(=O)oc2c(CN(CC)CC)c(O)c(Cl)cc12	-1	0	0	1	0	-0.2	-9	0
CC(NC(=O)c1ccco1)C(=O)N1CCN(S(=O)(=O)c2ccccc2C#N)CC1 (centres undefined)	-3	-4	0	3	8	0.1	-3	-8
Cc1nn(-c2ccc(Cl)cc2)c(Cl)c1/C=C(\C#N)C(N)=O	3	-7	0	-10	1	-0.1	-3	-3
CCCN(CC(=O)Nc1ccccc1C)C(=O)c1ccc(-c2ccc([N+](=O)[O-])cc2)o1	1	8	-3	29	-4	-1.2	-1	2
O=C(O)c1ccc(Nc2nc3ccccc3nc2NS(=O)(=O)c2cccs2)cc1	-3	-5	-4	11	-8	-0.3	-12	-3
CC1CN(CCc2ccccc2)c2nc3c(c(=O)[nH]c(=O)n3C)n2C1 (centres undefined)	-6	4	-1	-2	10	-1.2	-8	-8
CN(C)C(/C=C/Nc1ccc([N+](=O)[O-])cc1)=C(C#N)C#N	5	-3	18*	13	-2	0.1	11	-1
CCC(CC)C(=O)Nc1cc(C(=O)NCCc2ccccc2)ccc1Cl	-3	-4	0	1	-17	0.1	6	-7
Cc1ccn(-c2ccc(NC(=O)c3cccs3)cc2)n1	-2	0	26*	10	-68	-0.8	-6	-10
CCOC(=O)c1oc2ccc(OC)cc2c1NC(=O)CN1CCN(C)CC1	-3	3	0	-10	3	-0.6	-16	-5
CCn1cnc2c1c(=O)n(CC(=O)Nc1cc(C)on1)c(=O)n2Cc1ccccc1	0	8	-1	-6	3	0.0	-15	-3
Cc1cccnc1NC(=O)/C=C/c1ccc2c(c1)OCO2	2	-8	-5	14	-64	1.6	-9	-1
CCCc1nc(SCC(=O)NNC(=O)C2CCCCC2)c2ccccc2n1	-3	-2	2	-10	-4	1.6	-6	-6
O=C(c1cccc(S(=O)(=O)N2CCCCCC2)c1)N1CCN(c2ccccc2)CC1	-4	-3	-4	-1	12	0.0	15	-11
Cn1c(=O)c2cc(S(=O)(=O)NCCC(=O)N3CC=C(c4ccccc4)CC3)ccc2n(C)c1=O	1	2	1	-8	7	1.1	-4	-6
C#CCn1c(=O)c2c(ncn2C)n(C)c1=O	1	2	0	11	-2	2.5	-3	-1
Cc1cccc(N2CCN(C(=O)CN3C(=O)NC(C)(C)C3=O)CC2)c1C	-1	-11	-1	7	-9	1.7	1	-6
Cc1cccc(C)c1NC(=S)N1CCCN(Cc2ccc(F)cc2)C1	-2	-3	-1	23	2	3.1	-2	-7
CCCC1=NN2C(=N)/C(=C\c3cc(C)n(Cc4ccccc4)c3C)C(=O)N=C2S1	-5	-6	-5	15	-7	32	4	-8
Cc1ccc(O)c(N=Nc2ccccc2)n1	2	0	2	2	3	-2.5	0	-1
COc1cccc(OCC(=O)Nc2ccc(OC)c(OC)c2)c1	2	-17	2	-3	1	-2.2	-3	1
CC1=C(C)N(C)[C@H](c2ccccc2Br)[C@H](O)C1=O	.	-4	0	-4	6	-0.5	-7	.
CCc1cccc(CC)c1-n1c(SCC(=O)N2CCCc3ccccc32)nc(O)cc1=O	-2	-1	-1	1	6	0.2	1	-5
O=C1C(=O)N(c2ccccc2)C(c2ccccc2[N+](=O)[O-])/C1=C(\O)c1ccccc1 (centres undefined)	-2	2	3	3	-18	-1.0	2	-7
CC(=O)c1ccc(NC(=S)NC(=O)Cc2ccc(Cl)cc2)cc1	-3	10	-6	13	0	1.5	-13	-7
COc1ccccc1C=NN=C1c2ccccc2-c2ccccc21	.	-4	-21	4	-10	1.2	16	.
C=CCNC(=S)NCC	-2	7	7	7	-1	-0.7	-3	-3
Cn1c(=O)c2[nH]c(SCCN)nc2n(C)c1=S	.	-2	1	5	13	-0.4	5	.
COc1ccc(NC(=O)[C@@H]2CC=C[C@@H]3CCN(C4CCCCC4)C(=O)[C@@H]32)cc1	0	-2	12*	1	-7	0.8	-9	-3
Cc1cccc(C)c1NC(=O)CN(C)CC(=O)N(C)CC(=O)Nc1ccccc1Br	-1	-6	1	-15	-1	-0.9	-13	-8
O=C(O)c1ccccc1SC1CC(=O)N(c2cccc3ccccc23)C1=O (centres undefined)	.	-7	1	14	4	0.4	7	.
CC(=O)c1cccc(S(=O)(=O)N2CCC(n3nnc4cc(F)ccc43)CC2)c1	-6	-8	1	16	7	0.4	-1	-4
O=C1NC[C@H](Cc2ccccc2)N(C[C@H]2CCCN2C[C@H](Cc2ccccc2)N2C[C@H](Cc3ccccc3)N(CCc3ccccc3)C(=O)C2=O)C1=O	.	10	-7	18	7	-1.7	20	.
O=C1CC(c2ccc(F)cc2)CC(O)=C1C=NCCN1CCN(C(=O)Nc2ccccc2)CC1 (centres undefined)	-1	2	1	-6	3	-0.2	4	-6
COc1ccc(NC(=O)c2ccc(C(=O)c3ccccc3)o2)cc1	-2	-7	2	3	-5	0.1	14	-2
CCOc1ccc(NC(=O)N2CCN(S(C)(=O)=O)CC2)cc1	0	-12	-1	2	12	1.7	7	-3
CC1(C)Cc2c(sc3c2c(=N)n(Cc2ccco2)c(=O)n3CC(=O)Nc2cccc(Cl)c2)CO1	1	14	-1	19	5	1.0	18	0
C=CCN1C(=O)/C(=C2/Sc3ccccc3N2C)SC1=Nc1c(C)n[nH]c1C	-2	2	0	-18	6	-3.8	20	-3

The order is random. Share with any hit: about 5.8%.
